Rab9 promoter act: activators of Rab9 promoter; Huh7 Rab9 promoter-luciferase reporter, luminescence, 24 h; Potency, µM (highest dose often 9.22 µM), for the others: at the highest dose activation, negative = inhibition, actives largely listed as activators; 2.8% of 320,000 active; note: potency is the fitted concentration of half-maximal effect; % of control where 0% means no effect; nearly all actives have a fitted effect of over 60% in size
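Luminescence from Amplite-detected luciferase (10 minutes, ambient) reports Rab9 promoter activation. Before that, stable Rab9-luciferase Huh7 cells (1500/well, reduced-serum OP-MEM I plus 10% FBS) were exposed to compound for 24 hours at 37C.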
ELG1 DNA repair: inhibitors of ELG1-dependent DNA repair in HEK293T cells | HEK293T ELG1-luciferase reporter, luminescence, 16 h; DNA damage induced by 5-fluorouridine | Potency, µM (titrated, usually from 46.1 µM), inactives show at the top dose activity change, negative = inhibition, usual class: inhibitors | 2.3% of 330,000 active | AID 504467; note: potency is the fitted concentration of half-maximal effect; % is set by controls: 0 for no effect and ±100 for the full control effect; nearly all actives have a fitted effect of over 55% in size
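Reporter activity after DNA damage by 5-fluorouridine is monitored. Compound-treated cells incubate 16 hr at 37 °C, then ONE-Glo is added for 30 min before luminescence reading.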
FLuc modulator: firefly luciferase modulation, counter-screen for miR-21 project; AID 588342; P08659; purified FLuc, Km substrates, luminescence inhibition; Potency, µM (doses to about 57.5 µM), for inactives: at the top dose activity change, negative = inhibition, actives largely listed as inhibitors; 6.9% of 360,000 active;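 note: potency is the fitted concentration of half-maximal effect; plate controls were vehicle for no effect and reference inhibitor for full effect; nearly all actives have a fitted effect of over 55% in size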
Target sequence (P08659 whole entry, looked up): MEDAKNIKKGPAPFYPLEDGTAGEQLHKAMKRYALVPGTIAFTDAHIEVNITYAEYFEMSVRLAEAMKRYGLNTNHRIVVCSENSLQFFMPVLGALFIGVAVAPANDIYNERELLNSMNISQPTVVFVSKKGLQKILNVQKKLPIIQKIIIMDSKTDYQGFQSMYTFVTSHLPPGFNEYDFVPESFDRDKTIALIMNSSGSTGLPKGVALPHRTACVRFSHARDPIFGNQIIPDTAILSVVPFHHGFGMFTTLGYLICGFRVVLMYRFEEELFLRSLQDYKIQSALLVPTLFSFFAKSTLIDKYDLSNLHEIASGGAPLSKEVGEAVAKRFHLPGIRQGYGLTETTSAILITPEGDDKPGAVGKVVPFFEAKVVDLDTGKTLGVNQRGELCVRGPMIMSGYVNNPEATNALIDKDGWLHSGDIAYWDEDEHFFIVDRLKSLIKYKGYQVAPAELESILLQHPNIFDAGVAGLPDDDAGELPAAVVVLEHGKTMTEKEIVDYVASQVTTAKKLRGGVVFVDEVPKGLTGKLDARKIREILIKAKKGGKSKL
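Purified P. pyralis luciferase (10nM final) with 10uM D-luciferin and 10uM ATP (Km levels) in 50mM Tris acetate pH 7.5, 10mM Mg acetate, 0.01% Tween-20, 0.05% BSA; qHTS 6-point titration, ~60 µM downward; luminescence read.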
PKM2 activator: increases activity of human pyruvate kinase M2 | purified PKM2, Kinase-Glo ATP luminescence, activation; response scale: 0% is enzyme alone, no compound | P14618 | AID 1631 | Potency, µM (series often up to 57.5 µM), inactives show at the highest dose activation, usual class: activators | 0.34% of 260,000 active; note: potency is the fitted concentration of half-maximal effect; % is set by controls: 0 for no effect and ±100 for the full control effect; nearly all actives have a fitted effect of over 55% in size
Target sequence (P14618 whole entry, looked up): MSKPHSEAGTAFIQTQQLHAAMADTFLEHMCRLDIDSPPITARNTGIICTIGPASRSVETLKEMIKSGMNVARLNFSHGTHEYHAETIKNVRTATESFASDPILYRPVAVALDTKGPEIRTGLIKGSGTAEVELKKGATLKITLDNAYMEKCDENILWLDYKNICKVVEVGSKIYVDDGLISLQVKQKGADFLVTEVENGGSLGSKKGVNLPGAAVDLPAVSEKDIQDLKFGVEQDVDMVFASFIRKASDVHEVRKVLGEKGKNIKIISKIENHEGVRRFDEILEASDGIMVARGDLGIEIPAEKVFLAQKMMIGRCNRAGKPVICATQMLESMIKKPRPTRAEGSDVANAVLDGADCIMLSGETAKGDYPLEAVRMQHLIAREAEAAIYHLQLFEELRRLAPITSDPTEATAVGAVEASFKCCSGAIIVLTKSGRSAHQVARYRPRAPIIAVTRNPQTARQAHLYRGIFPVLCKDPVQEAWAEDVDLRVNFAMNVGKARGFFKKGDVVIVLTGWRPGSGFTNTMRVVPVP
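ATP formation by purified human PK-M2, quantified via coupled luciferase luminescence after 1 h at room temperature with 0.1 mM ADP and 0.5 mM PEP final.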
Mito fusion act: inhibitors of mitochondrial division or activators of mitochondrial fusion | 0.23% of 320,000 active | AID 485298 | Potency, µM (series often up to 46.1 µM), for inactives: at the highest dose growth rescue (activation), actives largely listed as activators | S. cerevisiae fusion-defective mutant growth rescue, CellTiterGlo 48 h;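 note: potency is the fitted concentration of half-maximal effect; % of control where 0% means no effect; nearly all actives have a fitted effect of over 45% in size; temperature-sensitive fusion mutants such as fzo1-1 at 37 °C on non-fermentable ethanol glycerol medium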
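Yeast fusion mutant, YPEG (non-fermentable carbon), compound, 48 h at 37C non-permissive; CellTiterGlo added, 10 min RT, luminescence read. Rescued growth = division inhibition.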
Menin MLL FP TR: menin-MLL binding inhibition, Texas Red mutant peptide; O00255; Menin + Texas Red MLL mutant peptide, fluorescence polarization; Potency, µM (series often up to 61.6 µM), inactives show at the highest dose FP activity change, negative = inhibition, usual class: inhibitors; 0.23% of 270,000 active; AID 1768; active = well fitted inhibition curve with a large enough effect in the polarisation, with a control signal flat, not every such curve was filed as active; inconclusive = small, poorly fitted or top-dose-only effect, or effect the other way, or a change in a side signal; inactive = no such curve, though single readings can be large or run the other way; the % refers to the polarisation; note: potency is the fitted concentration of half-maximal effect; % of control where 0% means no effect; many of its hits are not listed in these tables
MBNL1-CUG inh: blocks human MBNL1 binding to CUG repeat RNA; Potency, µM (titrated, usually from 57.5 µM), without a hit: top-dose activity change, negative = inhibition, hits mostly inhibitors; TR-FRET MBNL1-His/biotin-(CUG)12 binding, 665/545 ratio; 0.036% of 280,000 active; active = well fitted inhibition curve with a large enough effect in the signal ratio, with a control signal flat, not every such curve was filed as active; inconclusive = small, poorly fitted or top-dose-only effect, or effect the other way, or a change in a side signal; inactive = no such curve, though single readings can be large or run the other way; the % refers to the signal ratio; note: potency is the fitted concentration of half-maximal effect; % is set by controls: 0 for no effect and ±100 for the full control effect
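Compounds (final 92 nM to 58 uM) are added to His-tagged MBNL1 and biotin-(CUG)12, then terbium anti-His antibody and streptavidin-XL665 (5 nM final). After 60 min at room temperature, the 665/545 nm ratio is read.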
KCNH2 3.1 inh: KCNH2 3.1 (human) potassium channel inhibition; U2OS KCNH2 3.1, thallium flux FluxOr; hits give low values; activity change, % (tested at about 1.8 µM); 0.95% of 340,000 active;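 active = maximum activity change below -70%; inconclusive = maximum activity change from -70% to -50%; inactive = maximum activity change above -50%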;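 note: thallium influx rate constant from kinetic fluorescence after stimulation buffer; % is set by controls: 0 for no effect and ±100 for the full control effect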
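Channel expression came from 3.1 mutant virus (1.77 x 10^8 /mL) applied to suspended U2OS cells for 4 h. Flux was tracked with FluxOr dye plus Red40 quencher, and kinetic rate constants normalized to controls.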
Gal4-VP16 FLuc: Gal4-VP16 reporter inhibition counter-screen; Drosophila S2 Gal4-VP16 UAS-luciferase, luminescence, 20 h; Potency, µM (series often up to 53.6 µM), for the others: at the highest dose activity, negative = inhibition, usual class: inhibitors; 3.5% of 310,000 active;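 note: Gal4-VP16 expression switched on by copper sulfate through the metallothionein promoter; potency is the fitted concentration of half-maximal effect; % is set by controls: 0 for no effect and ±100 for the full control effect; nearly all actives have a fitted effect of over 50% in size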
RORgamma inh: blocks mouse ROR gamma transcriptional activity | P51450 | Drosophila S2 Gal4-RORgamma UAS-luciferase reporter, 20 h | Potency, µM (top dose mostly 53.6 µM), without a hit: top-dose activity change, negative = inhibition, actives largely listed as inhibitors | 5.4% of 310,000 active | AID 2551; note: potency is the fitted concentration of half-maximal effect; % is set by controls: 0 for no effect and ±100 for the full control effect; nearly all actives have a fitted effect of over 60% in size
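ROR gamma transcriptional activity was tracked as Gal4-UAS luciferase output in stably transfected Drosophila Schneider cells, with compound added 1 hr before 700 uM copper sulfate induction and a 20 hr ambient-temperature incubation.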
NPC1 promoter act: activators of NPC1 promoter | AID 485313 | 2.4% of 320,000 active | Potency, µM (series often up to 9.22 µM), for the others: at the top dose activation, most hits filed as activators | Huh7 NPC1 promoter luciferase reporter, 24 h;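 note: potency is the fitted concentration of half-maximal effect; % of control where 0% means no effect; nearly all actives have a fitted effect of over 60% in size; reporter is driven by a mutant NPC1 promoter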
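Cells: Huh7 expressing luciferase under the NPC1 promoter, 1500/well. Seeded 2 h, compound added, incubated 24 h at 37 °C. Luciferase reagent, 10 min ambient, then luminescence.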
* hit, by the source's call; ? = inconclusive; . = not tested or not shown; & = joins results of further samples; [ ] = another dose, or the depositor's remark. Unless noted, calls come from the whole dose curve; as a rule, active = well fitted curve in the direction sought with a large enough effect; inconclusive = small, poorly fitted or top-dose-only effect, or another doubt; inactive = no such curve, though single readings can be large; an effect the other way counts as inactive or inconclusive. These rows are one share of the data. The share of hits here may be higher or lower than overall.

SMILES	Rab9 promoter act	ELG1 DNA repair	FLuc modulator	PKM2 activator	Mito fusion act	Menin MLL FP TR	MBNL1-CUG inh	KCNH2 3.1 inh	Gal4-VP16 FLuc	RORgamma inh	NPC1 promoter act
Cc1ccc(NC(=O)CN2CCN(c3ccccn3)CC2)c(Cl)c1	3.8%	12.8%	?	-0.4%	25.4%	?	1.5%	-8.2	9.8%	?	4.6%
CSc1cccc(NC(N)=O)c1	-2.3%	10.6%	-3.7%	-3.9%	-2.4%	.	.	?	16.2%	14.1%	-1.8%
CC(=O)Nc1nnc(S(=O)(=O)N2CCN(c3ccc([N+](=O)[O-])cc3Cl)CC2)s1	-7.9%	4.1%	1.4%	.	2.8%	.	?	6.8	-14.4%	37.3%	-2.6%
Nc1ncnc(NCc2ccc(F)cc2)c1[N+](=O)[O-]	-2.5%	8.2µM*	-0.3%	16.6%	2.8%	8.8%	?	-10.6	-17.2%	?	-2.1%
CCc1cccc(CC)c1NC(=O)COC(=O)/C(C#N)=C/c1ccc(OC)cc1	0.9%	12.5%	-2.3%	-4.6%	-1.6%	-10.1%	.	7.8	2.4%	?	0.6%
COc1cccc(CNC(=O)C(=O)NCC(c2ccco2)N2CCOCC2)c1 (stereo unspecified)	-2.0%	4.0%	-3.2%	-17.9%	-4.4%	-0.1%	-4.4%	-4.0	3.0%	17.5%	0.0%
CCOc1ccc2[nH]c3nc(SCC(=O)OC(C)C)nnc3c2c1	-5.3%	-8.8%	-1.6%	-0.1%[11.5 µM]	1.8%	26.1%	15.7%	3.2	-12.7%	-25.6%	1.0%
COc1ccc(Oc2coc3cc(OC(=O)/C=C/c4ccccc4)ccc3c2=O)cc1	9.7%	?	-1.5%	-0.3%	2.4%	-11.3%	-12.4%	-13.8	1.3%	-4.3%	9.6%
CC1(C)SCC(C(=O)O)N1C=O (stereo unspecified)	0.5%	11.5%	-0.3%	-0.3%	-3.8%	-7.7%	-9.2%	-2.2	4.8%	-19.7%	-0.5%
COCC(C)NC(C(=O)Nc1ccc(C)c(Cl)c1)c1ccccc1 (stereo unspecified)	11.5%	-7.5%	?	-3.2%	7.2%	-13.8%	-1.6%	-2.8	-2.6%	8.3%	-0.3%
O=C(C1CC1)N1CCCN(C(=O)C2CC2)CC1	-0.8%	8.8%	0.5%	-0.8%	1.6%	-10.2%	-0.5%	14.8	-9.5%	-3.3%	-1.7%
Cc1ccc(N2C(N)=C(C#N)C(c3cccs3)C3=C2CC(C)(C)CC3=O)cc1 (stereo unspecified)	-5.5%	?	-1.7%	10.3%	-4.2%	2.6%	13.7%	-2.5	1.5%	6.7%	-5.7%

Retrieved one by one from above, 2 records:
SMILES	Rab9 promoter act	ELG1 DNA repair	FLuc modulator	PKM2 activator	Mito fusion act	Menin MLL FP TR	MBNL1-CUG inh	KCNH2 3.1 inh	Gal4-VP16 FLuc	RORgamma inh	NPC1 promoter act
CC1(C)SCC(C(=O)O)N1C=O (stereo unspecified)	0.5%	11.5%	-0.3%	-0.3%	-3.8%	-7.7%	-9.2%	-2.2	4.8%	-19.7%	-0.5%
COc1ccc(Oc2coc3cc(OC(=O)/C=C/c4ccccc4)ccc3c2=O)cc1	9.7%	?	-1.5%	-0.3%	2.4%	-11.3%	-12.4%	-13.8	1.3%	-4.3%	9.6%

Additional entries
SMILES	Rab9 promoter act	ELG1 DNA repair	FLuc modulator	PKM2 activator	Mito fusion act	Menin MLL FP TR	MBNL1-CUG inh	KCNH2 3.1 inh	Gal4-VP16 FLuc	RORgamma inh	NPC1 promoter act
CC(=O)NCC(=O)NC1(C(=O)NC2CCCC2)CCCCC1	-3.5%	-0.9%	3.6%[2.3 µM]	-8.8%	0.5%	0.8%	3.2%	5.8	-5.9%	1.3%	1.5%
COc1cccc(CN2CCN(Cc3cccc(Br)c3)CC2)c1OC	-1.7%[1.84 µM]	-5.4%	-0.7%	.	5.1%	?	-1.3%	10.1	16.9%	35.3%	0.3%
O=C(CCl)Nc1ccc2c(c1)OCO2	-9.5%	7.8%	-7.4%	1.4%	-5.0%	0.7%	0.0%	3.4	4.0%[10 µM]	17.8µM*	-9.5%
Cc1cc(C(=O)NNC(=O)c2cccc(S(=O)(=O)N3CCOCC3)c2)c2ccccc2n1	-8.8%	-0.4%	-9.6%	4.7%	6.3%	-18.0%	19.8%	-3.9	11.7%	14.6%	-3.8%
Cn1c(=O)c(C(=O)COC(=O)c2cc(C(F)(F)F)nc3ccccc23)c(N)n(Cc2ccccc2)c1=O	-7.9%	-18.9%	6.8%	13.4%&2.3%	0.9%	1.4%&21.7%	4.5%	.	3.4%&-9.9%	?	-6.7%
COc1cc(CNCCCN2CCOCC2)cc(Br)c1OCc1ccc(Cl)cc1	-1.6%	?	-0.8%	-4.7%	-32.8%[inhibitor]	?	-16.0%	1.4	-27.5%	-8.7%	3.3%
COc1ccccc1CN=C1NC(=O)C(CC(=O)Nc2ccc(OC)c(OC)c2)S1 (stereo unspecified)	4.9%	0.3%	3.4%	1.6%	3.1%	-5.4%	5.9%	-4.7	-1.7%	6.5%	1.4%
CCc1nnc(NC(=O)c2c(OC)cccc2OC)s1	7.8%	6.1%	1.6%	-5.7%	-0.8%	4.8%	-1.7%	15.4	-8.7%	-0.2%	6.8%
Nc1ccc(C(=O)Nc2ccc(Nc3ccncc3)cc2)cc1	-0.8%	0.7%	-11.9%	-0.5%	-6.2%	-1.9%	-13.0%	12.8	-2.4%	1.4%	-0.6%
O=C1CCCN1CC(O)CS(=O)(=O)Cc1ccc(Cl)c(Cl)c1 (stereo unspecified)	0.3%[1.84 µM]	8.8%	-0.4%	.	-1.2%	-19.6%	-3.2%	0.6	0.8%	-7.6%	0.4%
CC(=O)NC(Cc1c[nH]c2ccccc12)C(=O)NCc1ccc2c(c1)OCO2 (stereo unspecified)	1.3%	-1.7%	0.0%	-2.5%	-10.1%	-5.7%	-9.0%	4.7	3.6%	41.5%	-1.3%
CCOC(=O)c1cccc2c1-c1ccccc1/C2=N/O	-1.7%	?	?	-9.0%	14.7%	?	-18.4%	2.8	?	-41.7%	1.6%
CCOc1cc(N2CCOCC2)c(OCC)cc1NC(=O)COc1cccc2cccnc12	-27.0%	?	-0.2%	-1.5%	4.5%	-5.6%	-6.9%	-2.6	?	-34.3%	-41.0%[inhibitor]
COc1ccc(C2=NN(Cc3ccccc3)C3C(=O)NC(=O)C23)cc1 (stereo unspecified)	-0.2%	?	-9.5%	-4.3%	3.4%	0.5%	8.4%	8.1	-3.5%[10 µM]	2.8%	-3.6%
COCCCNC(=O)Nc1ccc(Br)cc1Cl	26.2%	?	?	-6.1%	-0.9%	-8.6%	-0.9%	-4.2	13.1%	34.4%	15.7%
Cc1ccc(S(=O)(=O)N(C)c2ccc(C(=O)Nc3c(C)n(C)n(-c4ccccc4)c3=O)cc2)cc1	-12.1%	-9.2%	1.1%	4.1%	3.6%	1.4%	-6.4%	20.8	-3.0%	7.8%	-3.6%
CC1CCCCC1NCC#CCOc1ccc(Cl)cc1 (stereo unspecified)	9.6%	13.1%	-5.3%	5.2%	-6.7%	-14.1%	-6.3%	-12.7	0.1%	3.9%	-2.2%
Cc1ccccc1-n1c(Cn2c(=O)sc3ccccc32)nnc1SCC(N)=O	-3.3%	-13.7%	-0.3%	-18.1%	1.9%	10.5%	?	-17.4	-23.6%	-6.3%	3.5%
COc1cccc(/C=N/Nc2ccnc(=O)[nH]2)c1O	-19.9%	-10.9%	16.9µM*	.	0.5%	-6.6%	?	2.1	8.91µM*	3.98µM*	-22.2%
Cc1ccc(C(=O)/C=C/Nc2ccccc2C(N)=O)cc1	0.316µM*	?	0.135µM*	-19.0%	2.8%	17.3%	?	-17.4	2.82µM*	0.501µM*	0.631µM*
COc1ccc2o/c(=N/NC(=S)Nc3ccccc3)c(C(N)=O)cc2c1	-2.6%	9.9%	0.7%	4.4%	0.2%	1.1%	-4.4%	.	?	19.5%	-1.4%
Cc1nn(-c2ccc(F)cc2)c(C)c1NS(=O)(=O)c1ccc2ccccc2c1	-8.5%	?	-0.3%	0.7%	10.7%	0.6%	-4.2%	-2.3	?	?	-3.1%
